A549 tox: counter-screen for Nrf2 inhibitors: cytotoxicity in A549 cells | AID 504648 | Potency, µM (doses to about 46 µM), without a hit: at the top dose activity change, negative = cytotoxicity, actives largely listed as inhibitors | A549 ARE-Fluc cells, CellTiter-Fluor viability, 18-24 h | 390,000 tested, 0.16% active; further: potency means the concentration at half of the fitted maximal effect; on the % scale 0 is the no-effect control and ±100 the full control effect
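Cytotoxicity counterscreen: CellTiter-Fluor fluorescence was measured in A549 ARE_Fluc cells after 18-24 h of compound exposure in a concentration series. The subsequent BugLite luminescent read reports ARE-luciferase activity.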
Nrf2 activator: activates Nrf2 signaling; AREc32 ARE-luciferase reporter (MCF7-derived line), luminescence, 24 h; Potency, µM (titrated, usually from 46.1 µM), without a hit: top-dose activation, usual class: activators; 410,000 tested, 0.31% active; further: potency means the concentration at half of the fitted maximal effect; % of control where 0% means no effect; nearly all actives have a fitted effect of over 65% in size
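ARE activation measured as luciferase luminescence (Steady-Glo, 30 min RT) in AREc32_Fluc cells after 24 hr compound exposure at 37 deg C, 5% CO2; cells seeded overnight at 1000/well in OPTI-MEM, 5% FBS.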
TGFb inhibitor: TGF-b pathway inhibition; HepG2 CAGA-GFP TGF-b/SMAD3 reporter, GFP fluorescence, 18 h; TGF-beta stimulated, 500 pg/mL final; Potency, µM (series often up to 46.1 µM), inactives show at the top dose activity, negative = inhibition, most hits filed as inhibitors; 410,000 tested, 1.2% active; AID 588855; further: potency means the concentration at half of the fitted maximal effect; on the % scale 0 is the no-effect control and ±100 the full control effect; nearly all actives have a fitted effect of over 65% in size
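TGF-beta reporter screen: HEPG2 CAGA-GFP, 1% FBS, 500 pg/mL TGF-beta final, 18 h; per-cell GFP summed per well; curves fitted and categorized by class.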
CCT chaperon mod: modulators of cytosolic chaperonin (CCT/TRiC) activity | activity change, % (no concentration beside the values), hits read low | 360,000 tested, 0.3% active | AID 651819 | purified chaperonin ATPase assay, HTRF ADP detection, 30 min; in the data active means activity change below about -30%; further: on the % scale 0 is the no-effect control and ±100 the full control effect
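First, chaperonin was dispensed at 40 nM or 20 nM final depending on batch activity. Next, compounds were pinned at 76 uM and ATP added at 10 uM. After 30 min at 37 °C, ADP detection reagents ran 30 min at ambient temperature.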
pAkt inh: blocks phosphorylation of Akt; Neuro2A IGF-stimulated pAkt S473 HTRF, 20 min; hits give low values; activity change, % for hits at 50 µM; 360,000 tested, 0.32% active; AID 651550; in the data active means activity change below about -80%; inconclusive means mostly about -51% to -80%; further: on the % scale 0 is the no-effect control and ±100 the full control effect
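Single-point screen (50 µM final compound) in Neuro2A cells stimulated 20 min with 6 nM IGF at 37 deg C. After lysis, Ser473-phosphorylated Akt read by HTRF (ex 330 nm, em 615/665 nm) as the 665/615 ratio.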
Nrf2 inh: inhibitors of Nrf2 signaling; A549 ARE-Fluc reporter, luciferase luminescence, 18-24 h; Potency, µM (series often up to 46 µM), for the others: at the top dose activity change, negative = inhibition, usual class: inhibitors; 360,000 tested, 2.1% active; AID 504444; further: potency means the concentration at half of the fitted maximal effect; on the % scale 0 is the no-effect control and ±100 the full control effect; nearly all actives have a fitted effect of over 60% in size
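Reporter: ARE-Fluc in A549. Exposure: 18-24 h, 37 °C, 5% CO2, 5% FBS OPTI-MEM. Readouts: fluorescent cytotoxicity (CellTiter-Fluor), then luminescent Nrf2 signal after BugLite.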
Mm-Cpn inhibitor: blocks the Methanococcus maripaludis chaperonin Mm-Cpn; Potency, µM (series often up to 76.9 µM), for the others: at the highest dose activity, negative = inhibition, actives largely listed as inhibitors; 330,000 tested, 0.031% active; purified Mm-Cpn ATPase, ADP Transcreener TR-FRET; further: potency means the concentration at half of the fitted maximal effect; on the % scale 0 is the no-effect control and ±100 the full control effect; nearly all actives have a fitted effect of over 80% in size
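ATPase read-out: TR-FRET ADP immunoassay (anti-ADP Eu cryptate vs ADP-d2), ex 320 nm, em 590/665 nm; signal drops as ADP forms. Enzyme 25 nM, ATP 10 uM, 30 min at 37°C after 10 min compound preincubation.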
EPAC2 antag: antagonists of human EPAC2; AID 720708; 360,000 tested, 0.18% active; Q8WZA2; EPAC2 GEF exchange of Rap1B-BODIPY-GDP, fluorescence; Potency, µM (top dose mostly 114 µM), without a hit: at the highest dose activity, negative = inhibition, hits mostly inhibitors; further: potency means the concentration at half of the fitted maximal effect; on the % scale 0 is the no-effect control and ±100 the full control effect; nearly all actives have a fitted effect of over 45% in size; many of its hits are not listed in these tables
Target sequence (Q8WZA2 whole entry, looked up): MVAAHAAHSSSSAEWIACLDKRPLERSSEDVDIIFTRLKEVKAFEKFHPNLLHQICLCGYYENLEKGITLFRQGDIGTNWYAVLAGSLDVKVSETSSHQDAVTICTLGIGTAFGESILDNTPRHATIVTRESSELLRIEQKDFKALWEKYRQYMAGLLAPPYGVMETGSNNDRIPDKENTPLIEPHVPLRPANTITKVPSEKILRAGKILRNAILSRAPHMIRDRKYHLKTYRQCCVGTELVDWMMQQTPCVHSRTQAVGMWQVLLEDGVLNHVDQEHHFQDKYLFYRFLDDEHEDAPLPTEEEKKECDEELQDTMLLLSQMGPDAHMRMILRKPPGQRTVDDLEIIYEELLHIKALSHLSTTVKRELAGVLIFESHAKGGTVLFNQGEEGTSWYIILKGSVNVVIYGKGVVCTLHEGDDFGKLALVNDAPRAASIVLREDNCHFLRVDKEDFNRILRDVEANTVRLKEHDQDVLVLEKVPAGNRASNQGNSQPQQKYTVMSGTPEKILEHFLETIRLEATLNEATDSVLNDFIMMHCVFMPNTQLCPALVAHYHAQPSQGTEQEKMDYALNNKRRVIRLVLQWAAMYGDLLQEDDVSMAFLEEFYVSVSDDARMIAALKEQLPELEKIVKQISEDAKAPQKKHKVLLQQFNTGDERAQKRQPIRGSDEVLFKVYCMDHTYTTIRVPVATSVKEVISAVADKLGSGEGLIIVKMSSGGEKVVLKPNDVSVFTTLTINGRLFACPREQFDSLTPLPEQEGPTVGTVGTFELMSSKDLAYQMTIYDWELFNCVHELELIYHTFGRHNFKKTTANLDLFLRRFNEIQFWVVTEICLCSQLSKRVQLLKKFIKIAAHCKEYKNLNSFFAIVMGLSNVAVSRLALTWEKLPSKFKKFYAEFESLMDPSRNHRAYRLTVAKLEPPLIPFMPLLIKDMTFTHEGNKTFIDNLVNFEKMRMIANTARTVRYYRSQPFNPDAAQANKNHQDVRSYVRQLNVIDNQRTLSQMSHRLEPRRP
EPAC2 ag: agonists of human EPAC2 (RAPGEF4). 360,000 tested, 0.079% active. EPAC2 activation, biochemical qHTS; response scale: 100% = 6.5 mM cAMP response. Q8WZA2. Potency, µM (series often up to 154 µM), without a hit: at the top dose activation, hits mostly activators; further: potency means the concentration at half of the fitted maximal effect; nearly all actives have a fitted effect of over 50% in size
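Fluorescence exchange assay: 100 nM EPAC2 with 250 nM RAP1B-BODIPY-GDP and 50 uM GDP; compounds tested as a concentration-titration series (qHTS). Loss of Rap1-bound BODIPY-GDP fluorescence read at 480/540 nm; data normalized to 6.5 mM cAMP.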
* hit, by the source's call; i = inactive; ? = inconclusive; . = not tested or not shown; [ ] = remark or other dose. Unless noted, the call rests on the fitted dose curve; in most records, active means well fitted curve in the direction sought with a large enough effect; inconclusive means small, poorly fitted or top-dose-only effect, or another doubt; inactive means no such curve, though single readings can be large; an effect the other way counts as inactive or inconclusive.

SMILES | A549 tox | Nrf2 activator | TGFb inhibitor | CCT chaperon mod | pAkt inh | Nrf2 inh | Mm-Cpn inhibitor | EPAC2 antag | EPAC2 ag
COc1ccc(OCCCC(=O)Nc2ccc(OC)c(S(=O)(=O)N3CCOCC3)c2)cc1 | 1% | 1.3% | -10% | -3.0 | i | -14% | 3% | -18% | 9%
Cc1ccc2nc(NC(=S)NC(=O)c3ccc(OC(C)C)cc3)sc2c1 | -3% | 0.5% | 8% | -1.6 | i | 2% | 2% | 11% | 5%
O=C(COC(=O)COc1ccccc1F)Nc1cccc(S(=O)(=O)N2CCCCC2)c1 | -6% | -0.8% | -4% | -2.4 | i | 6% | 2% | -14% | -1%
CC(=O)c1c(N=CN(C)C)nc(C)nc1-c1ccccc1 | -6% | 0.3% | 9% | -3.1 | i | -5% | -6% | -2% | 8%
O=C(NCc1ccccc1)c1ccc(Br)o1 | 0% | 0.7% | 2% | 0.5 | i | 2% | -11% | 7% | 13%
CCN(CC)CCCn1c2c(c(SCC(=O)N3CCc4ccccc43)nc1=O)CCC2 | -5% | -0.3% | 0% | -4.4 | i | 1% | 3% | 4% | -6%
Cc1ccccc1COc1ccc(-c2nnn(CC(=O)O)n2)cc1 | 9% | 0.0% | -1% | -0.4 | i | 19% | 0% | -1% | -6%
CC(C(=O)c1ccc(Br)cc1)[n+]1cccc(NC(=O)c2ccccc2)c1 (configuration not stated) | -2% | 0.0% | -3% | -3.6 | i | 6% | 1% | 11% | 0%
C=CCn1c(SCc2nc3sc(C(=O)O)c(C)c3c(=O)[nH]2)nnc1-c1ccc(F)cc1 | 1% | 0.1% | -2% | -2.2 | i | -5% | 0% | -11% | 4%
CSc1ccc(CN(C)Cc2nc3ccccc3c(=O)[nH]2)cc1 | 11% | 0.0% | -8% | 2.2 | i | -10% | 1% | -5% | 8%
COc1ccc(-c2nsc(SCC(=O)NCc3ccc4c(c3)OCO4)n2)cc1 | -1% | 4.9% | 6% | 1.9 | i | 3% | 0% | 10% | 5%
Cc1ccc(CC(SCc2ccccc2)C(=O)O)cc1C (configuration not stated) | -9% | -0.2% | 0% | 0.5 | i | -2% | 1% | 16% | 16%
Cc1noc(C)c1COC(=O)c1cc(F)c(F)cc1Cl | -3% | -0.3% | -3% | -1.6 | i | 0% | 0% | 7% | -2%
NC(=O)CC(NC(=O)Cc1cccc2ccccc12)c1ccc(NC2CCN(Cc3ccccc3)CC2)c([N+](=O)[O-])c1 (configuration not stated) | ? | 2.5% | -23% | 0.8 | i | ? | -3% | 0% | 3%
O=C(c1cnn2cccnc12)N1CCN(Cc2ccc3c(c2)OCO3)CC1 | 2% | 0.4% | -14% | -2.6 | i | -9% | -1% | 12% | 0%
Cc1ccc(C)c(NC(=O)c2cc(-c3cc(C)cc(C)c3O)n[nH]2)c1 | 7% | 0.5% | -3% | 2.2 | i | 1% | 0% | -12% | 7%
Cc1cccc(C)c1OCC(=O)NCC1(N2CCOCC2)CCCCC1 | -1% | 4.1% | ? | . | . | 6% | . | . | .
COCCN(C(=O)COC(=O)CCc1ccc(OC)cc1)c1c(N)n(Cc2ccccc2)c(=O)[nH]c1=O | -3% | 0.0% | -22% | 0.4 | i | 2% | 0% | 5% | 12%
CN(C)c1nc2ccccc2n(C)c1=O | 9% | -1.3%[9.22 µM] | 9% | -2.4 | i | -8% | 3% | 4% | 0%
Cc1ccc(CN2CCc3nc(SCC(=O)Nc4cccc(C)c4C)[nH]c(=O)c3C2)cc1 | 8% | -0.5% | 2% | . | . | -2% | . | . | .
COc1ccc2c(c1)c(=O)c(C(=O)c1ccc(F)cc1)cn2CC(=O)Nc1ccc2c(c1)OCO2 | 5% | 0.1% | 0% | . | . | 8% | . | . | .
COc1cccc(CNCC(O)COc2ccc(C(=O)c3ccccc3)cc2)c1 (configuration not stated) | -4% | 10% | -2% | 0.4 | i | 21% | -2% | 9% | 7%
Cc1ccc(-c2nnn(CC(=O)N3CCCCC3)n2)c(-n2cnnn2)c1 | -4% | 0.0% | 0% | -0.1 | i | 9% | -2% | -5% | 7%
C/C(=N\O)C(=O)C(CN1CCCCC1)CN1CCCCC1 | -9% | 0.5% | -9% | 0.0 | . | -6% | 0% | 5% | 5%
O=C(COc1ccc(C(=S)N2CCC(Cc3ccccc3)CC2)cc1)N1CCOCC1 | 14% | -0.5% | -4% | 0.5 | i | 7% | ? | -19% | 13%
SMILES | A549 tox | Nrf2 activator | TGFb inhibitor | CCT chaperon mod | pAkt inh | Nrf2 inh | Mm-Cpn inhibitor | EPAC2 antag | EPAC2 ag
CCOc1cccc2sc(N(CCN(CC)CC)C(=O)c3cccc([N+](=O)[O-])c3)nc12 | -8% | 0.3% | 13% | -1.8 | i | -1% | 0% | 7% | 9%
COc1cccc(NC(=O)c2cc3c(=O)n(Cc4cccnc4)ccc3nc2C)c1 | 6% | 9.8% | 14% | . | . | -13% | . | . | .
COc1ccc(-n2nc(C(=O)Nc3ccc4c(c3)OCO4)c3ccccc3c2=O)c(OC)c1 | -7% | 0.0% | 1% | -0.3 | i | ? | 2% | -10% | 1%
COc1ccc(N(C(=O)c2ccccc2F)S(=O)(=O)c2ccc3c(c2)n(C)c(=O)n3C)cc1 | -1% | 1.6% | 12% | . | . | 26% | . | . | .
CCN(CC)C(=O)c1ccc2c(c1)N(Cc1ccccc1F)C(=O)c1ccccc1S2=O (configuration not stated) | 7% | 0.3% | ? | . | . | 9% | . | . | .
CC(C(=O)Nc1cccc(S(=O)(=O)N2CCOCC2)c1)N1CCN(c2ccc(F)cc2)CC1 (configuration not stated) | 1% | 2.1% | 4% | -1.2 | i | -29% | 4% | -16% | 10%
COc1ccc(/C=N/NC(=O)CCn2cnc3ccccc32)cc1 | -1% | 5.7% | -7% | 1.0 | i | 1% | 3% | 1% | 1%
COc1ccc(N(C(=O)c2cnsn2)C(C(=O)NC2CCCCC2)c2ccncc2)cc1 (configuration not stated) | -14% | 14% | -12% | -1.5 | i | 19% | 0% | 6% | 0%
Cc1cccc(N2C(=O)CC(Sc3nc(-c4ccccc4)c4cc(Cl)ccc4n3)C2=O)c1 (configuration not stated) | 0% | 0.1% | 5% | -8.5 | i | . | -5% | -10% | 8%
Cc1ccc(Cn2nnc3c(=O)[nH]c(C4CCN(S(=O)(=O)Cc5ccccc5)CC4)nc32)cc1 | -2% | 1.8% | ? | -1.2 | i | -20% | 1% | -7% | -2%
Cc1ccc(CNC(=O)C2CCC(=O)N2Cc2ccc(C)cc2)cc1 (configuration not stated) | 3% | -0.9% | -5% | -2.2 | i | 2% | 0% | 1% | 8%
CC(C)Oc1ccc(CNC(=O)C2CCN(C(=O)N3CCOc4ccccc43)CC2)cc1 | 1% | -0.1% | 1% | -0.9 | i | ? | 0% | 9% | 12%
COc1ccc(NC2=Nc3cccc4cccc2c34)cc1OC | -3% | 4.3% | ? | -0.6 | i | -27% | -7% | 10% | -2%
COc1ccc(C(CNC(=O)Cn2[nH]c(=O)c3ccccc3c2=O)N2CCCC2)cc1 (configuration not stated) | 0% | 0.1% | -14% | -0.4 | i | -19% | 1% | 3% | 8%
O=C(c1ccco1)N1CCN(c2ncnc3c2[nH]c2ccc(Br)cc23)CC1 | -17% | -1.3% | ? | -2.0 | i | 8.2µM* | -12% | -15% | 6%
Cc1ccc(C(C)C)c(OCc2ccc(C(=O)N/N=C/c3ccc(O)c(O)c3)cc2)c1 | -11% | -0.5% | ? | -0.8 | i | -14% | -2% | -21% | -13%
Cc1cc(C(=O)OCC(=O)NCc2ccc3c(c2)OCO3)c2ccccc2n1 | 8% | 0.0% | 7% | 0.5 | i | 20% | -8% | 12% | 5%
CC[C@]12c3[nH]c4ccccc4c3CCN1C(=O)C(CC(=O)NC(C)(C)C)C[C@@H]2C(=O)N1CCN(C(=O)C2CC2)CC1 (some centres not stated) | 1% | 0.5% | -2% | -1.6 | i | -4% | -1% | 11% | 3%
CCN(CC)C(=O)Cn1cc(SCC(=O)NC2CCCC2)c2ccccc21 | -9% | 0.4% | -14% | 1.2 | i | 5% | -2% | 20% | -2%
CC1(C)Cc2c(sc3nn[nH]c(=O)c23)CO1 | -14% | 0.3% | -4% | -3.9 | i | -9% | 0% | -1% | -9%
CC(C)n1c(N2CCN(C(=O)Nc3ccc(Cl)cc3)CC2)nc2ccccc21 | -2% | 0.0% | -24% | -2.8 | i | -19% | 1% | 1% | 4%
COc1cc(C(=O)NNC(=O)c2cccc(Cl)c2)ccc1OCC(=O)N1CCOCC1 | 0% | 2.1% | 8% | -1.6 | i | 7% | 2% | 23% | 7%
CCS(=O)(=O)n1nc(-c2ccccc2)nc1SCc1ccccc1 | 5% | 4.8% | -13% | -0.6 | i | ? | 1% | -4% | 1%
CCOc1cc2[nH]c(=S)n(Cc3ccc(C(=O)NCCCN4CCOCC4)cc3)c(=O)c2cc1OCC | 1% | -0.5% | -1% | 0.8 | i | -8% | 1% | -4% | 5%
CC(c1ccco1)N(C(=O)c1ccc(C#N)cc1)c1ccccn1 (configuration not stated) | -1% | -0.4% | -2% | 2.4 | i | 4% | 0% | 6% | 1%
Cn1nnc(NC(=O)c2ccccc2F)n1 | 0% | -0.7% | 2% | -1.7 | i | 24% | 1% | -4% | 1%

Screening data from PubChem BioAssay.

This is a subset; the hit share may differ from the screen's.
